bIAP inh: bovine intestinal alkaline phosphatase inhibitors, primary screen, selectivity assay for TNAP inhibitor project, biochemical, bovine IAP, CDP-star luminescence | alkaline phosphatase, intestinal [Bos taurus] | purified bovine IAP, 30 min | inhibition, % at 20 µM | 190,000 tested, under 10 active;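 active = over 50% inhibition of intestinal alkaline phosphatase at 20 µM in the single-dose screen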
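Incubation: 30 min reaction at room temperature / Material: purified bovine intestinal alkaline phosphatase (IAP) enzyme / Input: enzyme at 1/65,000,000 dilution / Dosing: 20 µM single dose / Signal: CDP-star luminescence signal / Reagent: CDP-star chemiluminescent phosphatase substrate, 30 µM final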
TNAP inh noacc: human TNAP enzyme inhibitors, primary screen, biochemical, luminescent, no phosphate acceptor, uHTS | 0.26% of 200,000 active | AID 1012, 2008 | inhibition, % at 20 µM | purified TNAP, CDP-star luminescence, 30 min;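 active = tissue-nonspecific alkaline phosphatase inhibition above about 50% at 20 µM in the single-dose screen, limit read from the data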;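 also: 0% = DMSO negative control and 100% = EDTA positive control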
Target sequence (P05186 whole entry, looked up): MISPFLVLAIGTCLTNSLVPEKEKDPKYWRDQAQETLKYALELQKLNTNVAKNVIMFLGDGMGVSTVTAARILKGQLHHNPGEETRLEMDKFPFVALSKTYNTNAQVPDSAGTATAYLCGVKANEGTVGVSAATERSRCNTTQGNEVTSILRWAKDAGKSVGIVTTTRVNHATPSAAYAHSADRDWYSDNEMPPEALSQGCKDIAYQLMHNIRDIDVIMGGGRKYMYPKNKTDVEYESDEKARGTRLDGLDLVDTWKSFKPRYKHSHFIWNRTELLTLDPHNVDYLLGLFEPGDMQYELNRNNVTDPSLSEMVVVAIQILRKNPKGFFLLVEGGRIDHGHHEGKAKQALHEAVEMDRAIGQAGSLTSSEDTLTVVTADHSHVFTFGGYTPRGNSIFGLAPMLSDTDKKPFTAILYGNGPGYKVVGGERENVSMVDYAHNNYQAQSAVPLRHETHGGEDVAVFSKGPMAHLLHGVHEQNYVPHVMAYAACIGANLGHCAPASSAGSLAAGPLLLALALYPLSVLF
TNAP act hi DEA: TNAP activators at high phosphate acceptor level, primary screen, biochemical, luminescence, uHTS. Alkaline phosphatase, tissue-nonspecific isozyme (Homo sapiens), P05186. purified TNAP, CDP-star luminescence, 1 M DEA, 30 min; active compounds read high; 0 = EDTA background, 1 = DMSO-only activity. activation factor at 20 µM. 200,000 tested, under 10 active. AID 1136, 2008;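 active = activation factor at least 2 at 20 µM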
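Control set: EDTA negative control, DMSO positive control / Assay system: human TNAP / Quantity: TNAP 1/800 final / Evaluation: TNAP activation factor scaled between EDTA and DMSO control wells / Measured by: luminescent substrate turnover signal / Compound dosing: one dose, 20 µM / Times: 30 min enzyme reaction at room temperature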
bIAP act: bovine intestinal alkaline phosphatase activators, primary screen, biochemical, bovine IAP, CDP-star luminescence. alkaline phosphatase, intestinal [Bos taurus]. purified bovine IAP, 30 min; active compounds read high; fold of DMSO-control signal, blank-subtracted. activation factor at 20 µM. 0.17% of 200,000 active. AID 1016, 2008;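 active = activation factor of 2 or more at 20 µM, a signal rise over negative controls twice the positive control's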
PPARg SRC3 recr: PPARgamma agonists recruiting SRC-3 coactivator, primary screen, biochemical; Peroxisome proliferator-activated receptor gamma (Homo sapiens), P37231; biochemical PPARgamma/SRC-3 coactivator recruitment assay; activation, % at 8 µM; 0.26% of 200,000 active; in the data active = activation above about 23%;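 also: 0% = DMSO and 100% = reference agonist; some compounds past the cut are filed as inactive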
Target sequence (P37231 whole entry, looked up): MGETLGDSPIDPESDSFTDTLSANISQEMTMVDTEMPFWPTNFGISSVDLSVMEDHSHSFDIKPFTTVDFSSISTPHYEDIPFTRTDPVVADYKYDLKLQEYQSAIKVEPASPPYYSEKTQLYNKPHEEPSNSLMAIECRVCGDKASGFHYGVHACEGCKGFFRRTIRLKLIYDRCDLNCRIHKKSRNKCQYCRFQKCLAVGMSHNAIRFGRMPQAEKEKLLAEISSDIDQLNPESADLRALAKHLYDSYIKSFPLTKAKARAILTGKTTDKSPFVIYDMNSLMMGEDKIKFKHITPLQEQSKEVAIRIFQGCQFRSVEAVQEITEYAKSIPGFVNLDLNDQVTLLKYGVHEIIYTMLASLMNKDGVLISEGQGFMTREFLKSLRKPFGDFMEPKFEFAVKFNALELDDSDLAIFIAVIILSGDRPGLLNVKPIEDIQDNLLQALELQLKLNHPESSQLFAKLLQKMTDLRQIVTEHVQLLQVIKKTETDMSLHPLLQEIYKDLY
Efa HMGR inh: inhibitors of E. faecalis class II HMGR, primary screen, biochemical, Enterococcus faecalis; HMG-CoA reductase (Enterococcus faecalis, mvaE); purified E. faecalis HMGR, NADPH absorbance 340 nm kinetic; inhibition, % at 10 µM; 0.41% of 190,000 active; AID 1066, 2008;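 active = inhibition above a set limit, the median over all tested compounds plus 3 SD, cut at about 9.5% in these data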;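 also: enzyme runs in reverse so mevalonate oxidation gives rising NADPH absorbance; 0% = complete reaction with DMSO and 100% = background rate lacking mevalonate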
PPARg SRC-2 ag: agonists of PPARg-SRC-2 recruitment, primary screen, biochemical, HTS | PPARgamma LBD-SRC-2 recruitment | activation, % at 8 µM | 0.34% of 200,000 active | AID 1032, 2008; in the data active = activation above about 22%;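 also: 0% = vehicle and 100% = reference agonist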
TNAP inh hi DEA: human TNAP enzyme inhibitors, primary screen, biochemical, luminescent, high phosphate acceptor level, uHTS; purified TNAP, CDP-star luminescence, 1 M DEA; 0.03% of 200,000 active; AID 1135, 2008; inhibition, % at 20 µM;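 active = over 50% inhibition of tissue-nonspecific alkaline phosphatase at 20 µM in the single-dose screen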;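 also: plate controls were DMSO wells for no effect and EDTA-quenched wells as full inhibition for full effect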
PPARg SRC-1 ag: PPARgamma agonists recruiting SRC-1 coactivator, primary screen, biochemical. activation, % at 8 µM. Peroxisome proliferator-activated receptor gamma (Homo sapiens), P37231. 0.41% of 200,000 active. PPARgamma-SRC-1 coactivator recruitment biochemical assay; in the data active = activation above about 19%;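 also: 0% = DMSO and 100% = reference agonist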
TR-FRET SRC-2 ct: TR-FRET signal artefacts, primary screen, artefact control for PPARgamma SRC-2 agonist project, biochemical; TR-FRET artefact counter-screen; active compounds read high; TR-FRET ratio at 8 µM; 0.4% of 200,000 active; AID 1049, 2008; in the data active = TR-FRET ratio above about 2000; also: inactives centre near 1500
Active calls of the source: *.

SMILES | bIAP inh | TNAP inh noacc | TNAP act hi DEA | bIAP act | PPARg SRC3 recr | Efa HMGR inh | PPARg SRC-2 ag | TNAP inh hi DEA | PPARg SRC-1 ag | TR-FRET SRC-2 ct
N#C/C(=C\c1ccccc1C(F)(F)F)C(=O)Nc1ccccc1F | 18 | -8 | 1 | 0.8 | -7 | -2 | -10 | -5 | -11 | 1526
Nc1c(S(=O)(=O)c2cccs2)c2nc3ccccc3nc2n1Cc1ccc2c(c1)OCO2 | 14 | -10 | 1 | 0.9 | 2 | 3 | 4 | -5 | 7 | 1248
C=CCn1c(COc2ccc(F)cc2)nnc1SCC(=O)c1c[nH]c2c(CC)cccc12 | 12 | 3 | 1 | 0.9 | 1 | 3 | 0 | -2 | -3 | 1535
CCC(C(=O)Nc1cccc(C(=O)O)c1)c1ccccc1 (centres undefined) | 10 | -6 | 1 | 0.9 | 4 | -2 | 3 | -4 | 6 | 1611
CCOc1ccc2nc(NC(=O)c3ccc(S(=O)(=O)N4CCOCC4)cc3)sc2c1 | -1 | -7 | 1.1 | 1 | -1 | 5 | -3 | -6 | 0 | 1347
N#Cc1cc2c(nc1S(=O)(=O)Cc1ccccc1)CCCC2 | -3 | 0 | 1 | 1 | 3 | 2 | 8 | 0 | 4 | 1593
C=CCn1c(C)cc(C2=NNC(=NCc3ccccc3)SC2)c1C | 0 | -1 | 0.9 | 1 | 6 | -5 | -7 | 8 | -4 | 1324
O=c1[nH]c2ccc(Br)cc2c(-c2ccccc2)c1N1CCOCC1 | 9 | 0 | 1 | 0.9 | 3 | 4 | 10 | -4 | 6 | 1387
c1ccc(Cn2c(NCc3ccccn3)nc3ccccc32)cc1 | -9 | -15 | 1.1 | 1.1 | 2 | -3 | 8 | -7 | -9 | 1593
Cc1ccc(C)c(NC(=O)CS(=O)(=O)c2cn(C)c3ccccc23)c1 | 1 | -4 | 1 | 1 | -3 | -1 | 3 | 1 | -6 | 1603
CC(C)CC(C(=O)NCC1CCCO1)N(C(=O)Cn1nnc(-c2ccc(F)cc2)n1)c1ccccc1F (centres undefined) | 2 | -11 | 1.1 | 1 | 12 | 0 | 12 | -6 | 4 | 1693
CCOC(=O)N1CCc2c(sc3nc4n(c(=O)c23)N=C(C)CS4)C1 | -14 | -10 | 1 | 1.1 | 6 | 0 | 10 | -4 | -2 | 1649
CC(C)OCCCNc1ncnc2c1cnn2-c1ccccc1 | 19 | -8 | 1 | 0.8 | -6 | 1 | 1 | -4 | -6 | 1416
CCN(CC)CCCN(Cc1cc2cc3c(cc2[nH]c1=O)OCO3)C(=S)NCc1ccco1 | 0 | -4 | 1 | 1 | 0 | 2 | 7 | -3 | 2 | 1809
CC/C(=N\Nc1ccc([N+](=O)[O-])cc1)c1ccccc1 | 8 | 9 | 0.9 | 0.9 | 2 | -10 | 2 | 13 | 6 | 1555

Some of the entries so far, as comma-separated lines:
smiles,bIAP inh,TNAP inh noacc,TNAP act hi DEA,bIAP act,PPARg SRC3 recr,Efa HMGR inh,PPARg SRC-2 ag,TNAP inh hi DEA,PPARg SRC-1 ag,TR-FRET SRC-2 ct
N#C/C(=C\c1ccccc1C(F)(F)F)C(=O)Nc1ccccc1F,18,-8,1,0.8,-7,-2,-10,-5,-11,1526
Nc1c(S(=O)(=O)c2cccs2)c2nc3ccccc3nc2n1Cc1ccc2c(c1)OCO2,14,-10,1,0.9,2,3,4,-5,7,1248
C=CCn1c(COc2ccc(F)cc2)nnc1SCC(=O)c1c[nH]c2c(CC)cccc12,12,3,1,0.9,1,3,0,-2,-3,1535
CCC(C(=O)Nc1cccc(C(=O)O)c1)c1ccccc1 (centres undefined),10,-6,1,0.9,4,-2,3,-4,6,1611
CCOc1ccc2nc(NC(=O)c3ccc(S(=O)(=O)N4CCOCC4)cc3)sc2c1,-1,-7,1.1,1,-1,5,-3,-6,0,1347
N#Cc1cc2c(nc1S(=O)(=O)Cc1ccccc1)CCCC2,-3,0,1,1,3,2,8,0,4,1593
C=CCn1c(C)cc(C2=NNC(=NCc3ccccc3)SC2)c1C,0,-1,0.9,1,6,-5,-7,8,-4,1324
O=c1[nH]c2ccc(Br)cc2c(-c2ccccc2)c1N1CCOCC1,9,0,1,0.9,3,4,10,-4,6,1387
c1ccc(Cn2c(NCc3ccccn3)nc3ccccc32)cc1,-9,-15,1.1,1.1,2,-3,8,-7,-9,1593
Cc1ccc(C)c(NC(=O)CS(=O)(=O)c2cn(C)c3ccccc23)c1,1,-4,1,1,-3,-1,3,1,-6,1603

(list continues)
SMILES | bIAP inh | TNAP inh noacc | TNAP act hi DEA | bIAP act | PPARg SRC3 recr | Efa HMGR inh | PPARg SRC-2 ag | TNAP inh hi DEA | PPARg SRC-1 ag | TR-FRET SRC-2 ct
CCn1cc(C(=O)OCc2cccc(Br)c2)c(=O)c2ccc(C)nc21 | 11 | -2 | 1.1 | 0.9 | 8 | -2 | -1 | -6 | -2 | 1553
O=C1NC(c2ccccc2)=N/C1=C/c1ccco1 | -24 | -1 | 0.9 | 1.2 | 3 | 3 | 10 | 8 | 7 | 1560
COC(=O)c1ccc(-c2ccc(F)cc2)nc1C | 4 | -6 | 1 | 1 | -1 | -9 | -3 | -4 | -1 | 1499
CCc1cccc(NC(=S)N2CCC(c3ccccc3)C2)c1 (centres undefined) | 10 | -18 | 1 | 0.9 | 2 | -3 | 2 | -4 | 1 | 1561
COc1ccc(NC(=O)CSc2nnc(-c3ccccc3)n2Cc2ccco2)cc1OC | -1 | -5 | 1 | 1 | 9 | 0 | 4 | -2 | 4 | 1482
Cc1ccc(-n2ncc3c(SCc4cccnc4)ncnc32)c(C)c1 | 3 | -7 | 1 | 1 | 1 | 2 | 1 | -1 | -1 | 1567
Cc1ccc2nc(-c3ccccn3)oc2c1 | 23 | -12 | 1.1 | 0.8 | 0 | -5 | 2 | -7 | 4 | 1613
C/C(=N\Nc1nc2ccccc2[nH]1)c1ccc(C)o1 | -35 | -60 | 1 | 1.4 | 8 | -9 | 12 | 1 | 10 | 1556
Cc1nc2ccc(S(=O)(=O)NC(C(=O)Nc3nc4ccc(Cl)cc4s3)C(C)C)cc2s1 (centres undefined) | -22 | 10 | 1.1 | 1.2 | 10 | -10 | 3 | -6 | 0 | 1684
Cc1ccc(CNC(=O)CN(C)S(=O)(=O)c2cccs2)cc1 | 13 | -2 | 1 | 0.9 | 2 | -4 | 7 | -4 | 12 | 1855
Cc1ccccc1CN1CCNC(=O)C1CC(=O)O (centres undefined) | -2 | -5 | 1 | 1 | 7 | -6 | 4 | 4 | 3 | 1420
O=C(CN1CCN(Cc2ccccc2F)C1=O)NCc1ccco1 | 0 | -9 | 1 | 1 | 9 | -2 | 9 | 0 | -1 | 1607
CC(=O)N1CCN(c2ccc(NCc3ccc(C)cc3)cc2)CC1 | 0 | -4 | 1 | 1 | -2 | -2 | 2 | -2 | 10 | 1625
CCOc1ccc(CCNC(=O)CSc2cc(=O)n(C)c3cc(Cl)ccc23)cc1OCC | 5 | -6 | 1 | 0.9 | 5 | -4 | -9 | -2 | -3 | 1595
Cc1cc(CN(C)C(=O)CC2C(=O)NCCN2Cc2c(F)cccc2Cl)n[nH]1 (centres undefined) | -18 | -4 | 0.9 | 1.2 | 2 | -5 | 5 | 10 | 10 | 1698
CCOc1ccc(CN2CCN(C(=O)c3cccc(F)c3)CC2)cc1 | 1 | -11 | 1 | 1 | 6 | -6 | 10 | -4 | 7 | 1611
O=C(CC1Sc2ccccc2NC1=O)Nc1cccnc1 (centres undefined) | 17 | -3 | 1 | 0.8 | 5 | -3 | 6 | -2 | -4 | 1676
COc1ccccc1N1CCN(C(=O)C2CCC(Cn3c(=S)[nH]c4ccccc4c3=O)CC2)CC1 (centres undefined) | 9 | -3 | 1 | 0.9 | -5 | -2 | 5 | 0 | 3 | 1676
CCOC(=O)CC1=C(C(=O)OCC)C(c2ccc(OC)c(OC)c2)C(C#N)=C(N)O1 (centres undefined) | 1 | -11 | 1 | 1 | -1 | 0 | 6 | -4 | -1 | 1646
Cc1ccc(OCCOCCNC(C)(C)C)c([N+](=O)[O-])c1 | 0 | -3 | 1 | 1 | -1 | 2 | 3 | -3 | 0 | 1519
NC(=O)c1c(NC(=S)Nc2ccc(F)cc2)sc2c1CCCC2 | 18 | 6 | 1 | 0.8 | 8 | -3 | 0 | 2 | 6 | 1841
O=C(COC(=O)C1=COCCO1)Nc1ncc(C(F)(F)F)cc1Cl | 27 | -10 | 1 | 0.7 | -11 | -8 | 5 | -2 | 7 | 1550
Cc1cccc(/C=N/NC(=O)Cn2nccc2C)n1 | 3 | -24 | 1 | 1 | 2 | -2 | -2 | 2 | -3 | 1309
Cc1ccc(C(=O)Nc2nc3ccccc3n2CCN2CCCC2)cc1 | -20 | -7 | 1.1 | 1.2 | -9 | -4 | -5 | -6 | 1 | 1529
COc1ccc(Cl)cc1NC(=O)/C=C\C(=O)O | 14 | -15 | 1 | 0.9 | -3 | -2 | -5 | -3 | -2 | 1390
O=C(Nc1cccc(-c2cnc3ccccc3n2)c1)c1cccc(NC(=O)c2ccco2)c1 | 0 | 5 | 1 | 1 | 6 | -4 | 0 | -4 | 2 | 1653
CSC1=C(C#N)C(c2ccc(C(C)C)cc2)CC(=O)N1 (centres undefined) | 18 | -9 | 1 | 0.8 | -1 | 2 | 3 | -1 | -3 | 1604
O=C(CN1C(=O)C2C3c4ccccc4C(c4ccccc43)C2C1=O)Nc1cccc(C(=O)O)c1 (centres undefined) | -2 | -8 | 1 | 1 | -6 | -2 | -5 | -3 | -3 | 1331
CC(=O)n1cc(/C=N/NC(N)=S)c2ccccc21 | 11 | -17 | 1.1 | 0.9 | 2 | -8 | 10 | -6 | 4 | 1584
Cc1ccccc1NC(=O)CN1C(=O)NC(C)(CCc2ccccc2)C1=O (centres undefined) | -15 | -5 | 1.1 | 1.1 | -2 | 0 | 3 | -5 | 1 | 1613
CCCNC(=O)COc1ccc2c(=O)c(Oc3ccccc3F)coc2c1 | -7 | -13 | 1.1 | 1.1 | 0 | -1 | 15 | -8 | 4 | 1694
O=[N+]([O-])c1ccc(N2CCN(Cc3ccccc3)CC2)c(S(=O)(=O)N2CCOCC2)c1 | -7 | -5 | 1.1 | 1.1 | 2 | -3 | 6 | -6 | -7 | 1669
